# Assay outcomes deposited in PubChem by National Center for Advancing Translational Sciences (NCATS).
# KDM5B inh – KDM5B demethylase inhibition. KDM5B demethylase, FDH-coupled NADH fluorescence (FDH is formaldehyde dehydrogenase). Potency, µM (titrated, usually from 57.7 µM), inactives show top-dose activity change, negative = inhibition, actives largely listed as inhibitors. 220,000 tested, 2.6% active. AID 1347165; active = well fitted inhibition curve with a large enough effect; inconclusive = small, poorly fitted or top-dose-only effect; inactive = no such curve, though single readings can be large or run the other way; also: 0% is about no effect; nearly all actives have a fitted effect of over 70% in size
# Target sequence (Q9UGL1 whole entry, looked up): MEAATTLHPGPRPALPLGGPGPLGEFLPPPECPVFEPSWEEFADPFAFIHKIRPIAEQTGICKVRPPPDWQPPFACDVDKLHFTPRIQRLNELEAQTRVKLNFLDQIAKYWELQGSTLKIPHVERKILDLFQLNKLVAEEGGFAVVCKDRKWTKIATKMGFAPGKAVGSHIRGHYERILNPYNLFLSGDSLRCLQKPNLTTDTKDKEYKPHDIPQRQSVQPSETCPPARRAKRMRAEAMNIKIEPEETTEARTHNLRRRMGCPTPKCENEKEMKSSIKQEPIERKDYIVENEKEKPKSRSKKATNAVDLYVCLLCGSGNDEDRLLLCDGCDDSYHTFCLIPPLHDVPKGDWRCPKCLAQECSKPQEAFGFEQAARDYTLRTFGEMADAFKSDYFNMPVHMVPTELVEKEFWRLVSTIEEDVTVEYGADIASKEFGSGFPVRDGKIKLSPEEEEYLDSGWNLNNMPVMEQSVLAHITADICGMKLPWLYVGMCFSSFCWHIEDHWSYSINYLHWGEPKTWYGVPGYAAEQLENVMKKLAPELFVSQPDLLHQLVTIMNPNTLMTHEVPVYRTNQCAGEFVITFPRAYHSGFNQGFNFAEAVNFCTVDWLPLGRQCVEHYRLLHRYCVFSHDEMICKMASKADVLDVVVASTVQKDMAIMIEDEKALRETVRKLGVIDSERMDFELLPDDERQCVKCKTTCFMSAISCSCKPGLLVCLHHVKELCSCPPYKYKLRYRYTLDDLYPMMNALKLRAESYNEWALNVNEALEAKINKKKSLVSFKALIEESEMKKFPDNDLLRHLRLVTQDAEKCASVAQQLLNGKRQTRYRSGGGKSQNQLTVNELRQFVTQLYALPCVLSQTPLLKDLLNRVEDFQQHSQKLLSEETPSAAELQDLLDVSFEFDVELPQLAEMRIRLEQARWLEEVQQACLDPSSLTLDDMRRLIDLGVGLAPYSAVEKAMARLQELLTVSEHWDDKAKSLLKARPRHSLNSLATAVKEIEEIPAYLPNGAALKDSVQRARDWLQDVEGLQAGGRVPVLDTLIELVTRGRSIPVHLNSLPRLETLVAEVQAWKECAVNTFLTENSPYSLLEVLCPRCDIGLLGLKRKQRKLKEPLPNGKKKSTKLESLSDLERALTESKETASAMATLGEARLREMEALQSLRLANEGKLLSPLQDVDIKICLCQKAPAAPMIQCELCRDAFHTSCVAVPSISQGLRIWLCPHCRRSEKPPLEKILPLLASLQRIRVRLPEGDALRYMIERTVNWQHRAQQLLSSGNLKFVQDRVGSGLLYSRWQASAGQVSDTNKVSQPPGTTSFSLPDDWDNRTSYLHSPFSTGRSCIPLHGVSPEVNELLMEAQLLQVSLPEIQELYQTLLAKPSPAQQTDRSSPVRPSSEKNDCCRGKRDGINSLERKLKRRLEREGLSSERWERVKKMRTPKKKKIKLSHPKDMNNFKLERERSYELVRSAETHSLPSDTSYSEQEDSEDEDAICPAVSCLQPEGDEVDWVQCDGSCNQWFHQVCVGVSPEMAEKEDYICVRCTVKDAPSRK
#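 KDM5BΔAP (200 nM final) in 50 mM HEPES pH 7.5, 0.01% Tween-20 was preincubated 10 min at RT with compound over a concentration range. Substrate mix (H3K4me3 12.5 µM, α-KG 25 µM, Fe²⁺, ascorbate, NAD⁺, FDH) was added, and NADH fluorescence change over 30 min gave dose-response curves.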
# * = called active by the depositor; i = inactive; u = inconclusive; [ ] = dose if it differs, or a comment. Potency is read from the fitted curve at half-maximal effect.
SMILES,KDM5B inh
CCN1c2cc(C(=O)Nc3cccc(OC)c3)ccc2C(=O)N2CCCCC21 (stereo unspecified),u
O=C(Cc1c(F)cccc1Cl)N[C@@H]1CCOC[C@H]1OCCO,15%
CCn1c(CSc2nnc(C3CC3)n2-c2ccccc2)nc2cc(S(=O)(=O)N(C)C)ccc21,18%
CCCCCn1nc(C(=O)N2CCC(C(=O)Nc3ccc4c(c3)OCO4)CC2)c2ccccc2c1=O,-8%
CCc1ccccc1NC(=O)C1CCN(C(=O)c2ncn3c2COC(c2ccc(F)cc2)C3)CC1 (stereo unspecified),-5%
Cc1ccc(F)cc1-c1cccc(CCOc2cnc3c(ccn3CC(=O)O)c2)c1,35µM*
COc1ccc(Nc2cc(C(=O)NCCc3ccccc3)c3ccccc3n2)cc1OC,u
CCCn1c(=O)[nH]c(=O)c2c1nc(-c1ccc(O)cc1)n2CCOC,-26%
COc1cc(/C=C(\C#N)C(=O)NCC2CCCO2)ccc1O (stereo unspecified),u
Cc1ccsc1C(=O)N1CCCC(c2noc(COc3ccccc3)n2)C1 (stereo unspecified),-8%
O=C(NN=C(C1CC1)C1CC1)C(c1ccccc1)c1ccccc1,14%
Cc1csc(SC2=CS(=O)(=O)c3ccccc32)n1,15%
CCCC1(CO)CCCN(Cc2cc(OC)c(OC)cc2F)C1 (stereo unspecified),33%[activator]
Clc1ccccc1-c1noc(-c2ccco2)n1,20%
O=C(Nc1cccc2ncccc12)c1ccc2ccccc2c1,-10%
COc1ccc(OC)c(NC(=O)C2CC(=O)Nc3c(-c4ccccc4OC)cnn32)c1 (stereo unspecified),-14%
CN1Cc2cccn2CC1CNC(=O)c1ccoc1 (stereo unspecified),28µM*
COc1ccc(-c2cc(C(=O)Nc3cccnc3)c3ccccc3n2)cc1OC,-18%
CC(C)(C)N1CC(c2nc3ccccc3n2Cc2ccccc2)CC1=O (stereo unspecified),-9%
CN(Cc1cc(C[C@H]2CNCC[C@H]2CC(=O)N2CCN(c3ccccc3)CC2)no1)c1ccccc1,-2%

# Sorted by molecular weight (rising): part of the list above.
SMILES,KDM5B inh
Clc1ccccc1-c1noc(-c2ccco2)n1,20%
CN1Cc2cccn2CC1CNC(=O)c1ccoc1 (stereo unspecified),28µM*
Cc1csc(SC2=CS(=O)(=O)c3ccccc32)n1,15%
O=C(Nc1cccc2ncccc12)c1ccc2ccccc2c1,-10%
CC(C)(C)N1CC(c2nc3ccccc3n2Cc2ccccc2)CC1=O (stereo unspecified),-9%
COc1ccc(OC)c(NC(=O)C2CC(=O)Nc3c(-c4ccccc4OC)cnn32)c1 (stereo unspecified),-14%
CN(Cc1cc(C[C@H]2CNCC[C@H]2CC(=O)N2CCN(c3ccccc3)CC2)no1)c1ccccc1,-2%

# (more compounds)
SMILES,KDM5B inh
CC(C)CC(C)NC(=O)c1noc(-c2ccc[nH]c2=O)n1 (stereo unspecified),i
O=C(Cc1ccsc1)N1CCCCCC1c1nc(-c2ccncc2)no1 (stereo unspecified),-11%
Cc1ccc(C2CC(=O)n3nc(-c4cccc(C)c4)nc3S2)cc1 (stereo unspecified),5%
COc1ccc2cc(C(=O)NCc3ccco3)[nH]c2c1,u
COc1ccc(CC(=O)N2CC[C@H]3CC(=O)N(CCN4CCOCC4)CC[C@H]3C2)cc1,6%[86.2 µM]
CCOc1ccccc1C(=O)Oc1ccc(OC)cc1,21%
O=C(N[C@@H](Cn1cc(Cl)c(=O)[nH]c1=O)C(=O)O)C1CCCC1,-17%[86.2 µM]
COc1ccc(NC(=O)C2(c3ccc(C)cc3)CCCC2)cc1,18%
COc1ccccc1-c1cn2c(n1)CO[C@@H](CNC(C)C)C2,-16%[86.2 µM]
COc1ccc(CN(C)CC(=O)Nc2cccc(S(=O)(=O)N3CCCC3)c2)cc1F,0%
c1cc(CSc2ccc3c(c2)OCCO3)ccc1CSc1ccc2c(c1)OCCO2,-12%
COc1cccc(-c2cc(C3CCN(C(=O)Nc4ccc(F)cc4)CC3)[nH]n2)c1,8%
CCOc1cc2c(cc1CNC(=O)c1ccc(Cl)cc1Cl)OC(C)C2 (stereo unspecified),12%
COc1cc(OC)cc(-c2onc(C)c2C(=O)NCCCCc2ccccc2)c1,u
CCC(=O)N1CCN(C(=O)N2CC3CC(C2)[C@H]2CCCC(=O)N2C3)CC1 (stereo partly specified),20%
Cc1ccc(CNC(Cc2c[nH]c3ccccc23)C(=O)O)cc1 (stereo unspecified),210%[activator]
CCOCc1nc(C2CCCN(C(=O)Cc3c(C)noc3C)C2)no1 (stereo unspecified),14%
Cc1nn2c(c1-c1ccccc1OCc1ccccc1)N(Cc1ccc(OCC(=O)O)cc1)CCC2,-7%
CCc1nncn1C1CCN(C(=O)c2cccc(Cl)c2)CC1,-2%
CC(C)CNC(=O)CCC[C@@H]1[C@H]2CCCN3CCC[C@@H](CN1C(=O)c1cccnc1)[C@@H]23,u
O=C(c1cccc(F)c1)N1CCC[C@H]1c1nc(-c2ccccc2)no1,-10%
COc1ccc(NC(=O)c2cccc(S(=O)(=O)N3CCCCCC3)c2)cc1,24%
Clc1ccc(CCNc2nc3ccccc3c3nc(-c4ccccc4)nn23)cc1,11%
O=C(NC[C@H]1O[C@@H](CO)[C@@H](O)[C@H]1N1CCN(c2cccc(C(F)(F)F)c2)CC1)Nc1ccccc1,u
Cc1c(Cl)cccc1NC(=O)CSc1nc(=O)n(Cc2ccncc2)c2c1CCC2,-5%
CCOC(=O)c1c(C)[nH]c(C)c1S(=O)(=O)N1CCC(C(=O)NCc2ccc(F)cc2)CC1,-27%
Cc1ccccc1C(=O)Nc1ccnn1C1CCN(C2CCSCC2)CC1,33%
Cc1ccccc1C(=O)N1CC(c2nnc(-c3ccncc3)o2)C2(CCOCC2)C1 (stereo unspecified),9%
O=C1CCCCCN1C1CCN(Cc2cccc3ccccc23)CC1,-16%[86.2 µM]
O=C(CN1CCC(O)(c2cccc(F)c2)CC1)NCCc1c[nH]c2ccccc12,9%
Cc1ccc(CNC(=O)CCc2ncc(-c3c(F)cccc3F)o2)cc1,21%
CN1CC2(CCN(Cc3ccccc3)CC2)CC1C(=O)N1CCOCC1 (stereo unspecified),u
COc1ccc(Cl)cc1NC1=C(C(=O)N2CCOCC2)S(=O)(=O)c2ccccc21,6%
Cc1ccc(C)c(N2CCN(C(=O)CCS(=O)(=O)c3cc(Br)cc4c3N(C(=O)C3CC3)CC4)CC2)c1,-26%
O=C1C(c2ccccc2F)N(C2CCCC2)C(=O)CN1C1CCCCCC1 (stereo unspecified),-10%
CCc1cccc(NC(=O)CSc2ncc3c(n2)-c2ccccc2N(CC)S3(=O)=O)c1,u
CCc1ccc(S(=O)(=O)c2cn(Cc3ccccc3)c3cc(F)c(F)cc3c2=O)cc1,4%
O=C1C(N2CCN(S(=O)(=O)c3cccc(F)c3)CC2)CCN1CCc1ccccc1 (stereo unspecified),-12%
O=C(Nc1cccc(F)c1)[C@@H]1C[C@@H](c2cccc(C(F)(F)F)c2)N(CC2CCOCC2)C1,u
COc1cc(CNC(=O)CC2CCOCC2)cc(OC)c1,-20%
CC(=O)c1ccc(NC(=O)C(C)Sc2cc(Cl)ccc2Cl)cc1 (stereo unspecified),-4%
COc1ccc(OCc2nc(C)c(CCO)c(=O)n2CC(=O)Nc2cccc(SC)c2)cc1,0%
CSCCC(NS(=O)(=O)c1ccccc1F)C(=O)N1CCCCCC1 (stereo unspecified),32%
CC(=O)N1CCCN(CC[C@H]2CN(C(=O)c3ccccc3)CC[C@H]2CC(=O)O)CC1,19%[86.2 µM]
O=C(CCc1cccnc1)NCC1CC1,28%
Cc1ccc(C2Cn3nnc(C(=O)N4CCC(C(=O)NCc5ccc(Cl)cc5)CC4)c3CO2)cc1 (stereo unspecified),-12%
CC(C)(C)c1ccc(C(=O)NCCc2ccccn2)cc1,21%
N#CN(Cc1ccccc1)Cc1ccccc1,26%
N#Cc1ccc(S(=O)(=O)N2CCc3c(nc(-c4ccc(F)cc4)[nH]c3=O)C2)cc1,-10%
COc1cccc(OC)c1C(=O)Nc1cccc2ncccc12,u
# Continuation.
SMILES,KDM5B inh
Cc1ccc(CNS(=O)(=O)c2ccc(C(=O)N(C)C)s2)cc1,-12%
CCOC(=O)c1[nH]c2ccc(C)cc2c1NC(=O)CNC,u
CCN(CC)S(=O)(=O)c1ccc(C)c(NC(=O)COC(=O)CCC(=O)c2cccs2)c1,13%
CC(C)/C=N/NC(=O)CCCCC(=O)N/N=C/C(C)C,-21%
Cc1ccc(C(=O)NCC(NC(=O)c2ccc(C)nc2)C2CC2)cn1 (stereo unspecified),-12%
CCS(=O)(=O)c1ncc(CN(C)Cc2ccc3nonc3c2)n1CCc1ccccc1,-28%
COCCCNC(=O)C[C@H]1C[C@@]2(C(=O)OC)C(=C[C@H](C(C)C)O[C@@H]2C2CC2)N(Cc2ccc3c(c2)OCO3)C1=O,15%
Cc1cc(C)n(CCC(=O)N2CCC(Cc3noc(C4CC4)n3)C2)n1 (stereo unspecified),-14%
CNC(=O)[C@@H]1CN(C(=O)CCc2cccc(OC)c2)C[C@H]1CO,8%
CCc1ccc(Nc2nnc(SCC(=O)Nc3ccc(C(=O)O)cc3)s2)cc1,14%
CC(C)(O)CNC(=O)Nc1ccc(Cl)c(Cl)c1,-3%
CC(C)N1C[C@H](C(=O)N2CCOCC2)[C@H](C(=O)O)C1,-18%
O=S(=O)(Nc1nc2ccccc2nc1Nc1ccccc1F)c1cccs1,-14%
COc1ccc(C(=O)N2CCCN(S(=O)(=O)c3ccccc3)CCC(=O)NCC2)cc1,0%
CCOc1ccc(-n2c(SCC(=O)Nc3ccc(CC)cc3)nc3[nH]ncc3c2=O)cc1,9%
CC(=O)Nc1ccc(NC(=O)C(Cc2ccccc2)N2Cc3ccccc3C2=O)cc1 (stereo unspecified),-10%
CCn1cnc2c1c(=O)n(CC(=O)Nc1ccccc1N1CCCC1=O)c(=O)n2Cc1ccccc1,12%
CCOc1cccc(CN2CCC(C)(c3noc(C4CCOCC4)n3)CC2)c1,-6%
Cc1cccc(-c2nc(CCNC(=O)c3ccco3)cs2)c1,-15%
Nc1nc2sc3c(c2cc1C(=O)NCC(=O)O)CCCC3,-2%
Cc1cccc(N/N=C(/c2ccccc2)c2ccc(F)cc2)c1C,-8%
O=C(CSC1=Nc2ccccc2N=C(c2ccc(F)cc2)C1)NCc1ccc(Cl)cc1,-10%
CCC(Oc1ccccc1F)C(=O)Nc1ccc(F)c(Cl)c1 (stereo unspecified),-20%
Cc1ccc(S(=O)(=O)N[C@@H]2CN(C)C[C@H]2CN(C)C)cc1F,-25%
Cc1ccc(S(=O)(=O)Cc2nc(-c3ccc(C(=O)N4CCOCC4)cc3)oc2C)cc1,2%
Cc1ccc(CN2CCN(c3nc4ccccc4o3)CC2CCO)cc1 (stereo unspecified),-17%
NS(=O)(=O)c1ccc(CCNC(=O)CSc2ccc([N+](=O)[O-])cc2)cc1,-10%
COc1cccc(-c2noc(COC(=O)C3=CN(Cc4ccccc4)S(=O)(=O)N=C3C)n2)c1,-3%
COc1ccc(OC)c(NC(=O)CN2CCCN(Cc3cc(C)ccc3C)S2(=O)=O)c1,2%
CSCCCNC(=S)NC1CCSc2ccccc21 (stereo unspecified),-6%
COC[C@@H]1CN(c2cnccn2)C[C@H]1C(=O)NCc1ccccn1,u
CCc1ccccc1NC(=O)N1CCC(n2cnnc2C2CC2)C1 (stereo unspecified),13%
COc1ccc(NC(=O)Cn2ccn3nc4c(c3c2=O)CCCCC4)cc1Cl,28µM*
Cc1cc2occ(CC(=O)N3CCCn4nc(CO)cc4C3)c2cc1Cl,-10%
Cc1noc(-c2cccc(OC3CN(C(=O)Nc4cccc(F)c4)C3)c2)n1,5%
O=C(CCNC(=O)c1ccco1)NC(Cc1c[nH]c2ccccc12)C(=O)O (stereo unspecified),6%
COc1ccc(Br)cc1Cn1nnc(C(=O)Nc2cccc(SC)c2)c1N,u
CCn1cc(CN2CCCCCNC(=O)[C@@H]3CCC[C@@H]32)c(C)n1,-3%
Cc1ccc(-n2nnnc2SCC(=O)N(C)c2ccccc2C(=O)NCc2ccco2)c(C)c1,-20%
NC(=O)C1CCN(C(=O)CCCC(=O)N2CCN(C(=O)c3cc4ccccc4[nH]3)CC2)CC1,16%

# Structures from the list above with a tert-butyl group (two):
SMILES,KDM5B inh
CC(C)(C)N1CC(c2nc3ccccc3n2Cc2ccccc2)CC1=O (stereo unspecified),-9%
CC(C)(C)c1ccc(C(=O)NCCc2ccccn2)cc1,21%

# Additional compounds follow.
SMILES,KDM5B inh
COc1ccc(OC)c(CNC(=O)CCCn2nc(C)c3c(C)n(-c4ccc(C)cc4)nc3c2=O)c1,u
CCOC(=O)c1c(C)[nH]c(CCC(=O)NCc2cccc(C)c2)c1C,-21%
CCCN(CC1CCOC1)C(=O)Nc1ccc(F)c(Cl)c1 (stereo unspecified),-2%
Cc1ccc(CNC(=O)C2Cn3cccc3C(=O)N2Cc2cccnc2)o1 (stereo unspecified),-22%
COc1ccccc1N1CCN(C(=O)Cn2cccc2-c2nc(-c3ccc(F)cc3)no2)CC1,u
Cc1ccc(-c2csc(N=C(N)N)n2)cc1,3%
CN1CCc2nc(N3CCN(CC4CCCCC4)CC3)sc2C1,u
COc1ccc(C2Cn3nnc(C(=O)N4CCC(C(=O)NC5CC5)CC4)c3CO2)cc1 (stereo unspecified),31%[activator]

# An excerpt; the hit share may differ from the screen's.
